S1P4 antag: S1P4 receptor antagonists, primary screen, cell-based | Sphingosine 1-phosphate receptor 4 (Homo sapiens), O95977 | S1P4-expressing cells, antagonist mode, reporter read-out | inhibition, % at 4.98 µM | hit rate 0.26% among 220,000 | AID 1510, 2009; in the data active = inhibition above about 29%;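 also: 0% = wells stimulated with agonist and 100% = vehicle wells without agonist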
NCF1 inh: p47phox/p22phox peptide binding inhibitors, primary screen, biochemical, uHTS, NADPH oxidase regulatory subunit; Neutrophil cytosol factor 1 (Homo sapiens), P14598; fluorescence polarization, 2 h; inhibition, % at 24.7 µM; hit rate 0.53% among 220,000; AID 1274, 2008;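 active = inhibition above about 30%, limit read from the data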;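 also: 0% = p47phox with labelled peptide and 100% = labelled peptide alone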
Target sequence (P14598 whole entry, looked up): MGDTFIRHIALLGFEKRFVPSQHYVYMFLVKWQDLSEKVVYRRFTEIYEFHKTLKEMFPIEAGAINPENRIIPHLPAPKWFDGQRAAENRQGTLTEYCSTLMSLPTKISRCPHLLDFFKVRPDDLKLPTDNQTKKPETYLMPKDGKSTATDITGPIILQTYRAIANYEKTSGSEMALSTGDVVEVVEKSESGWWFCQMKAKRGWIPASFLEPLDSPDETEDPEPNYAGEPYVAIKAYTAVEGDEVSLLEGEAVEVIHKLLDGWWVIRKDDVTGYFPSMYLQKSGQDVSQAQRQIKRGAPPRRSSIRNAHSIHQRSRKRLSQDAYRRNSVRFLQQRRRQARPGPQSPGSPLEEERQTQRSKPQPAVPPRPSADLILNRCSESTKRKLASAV
BaF3 tox: parental Ba/F3 cell viability inhibition, counter-screen for JAK2V617F inhibitor project, murine pro-B, CellTiter-Glo luminescence. CellTiter-Glo ATP luminescence. inhibition, % at 5.6 µM. hit rate 1.1% among 220,000;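 active = inhibition above a per-campaign cutoff, the mean inhibition of all tested compounds plus 3 SD, cut at about 27% in these data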;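 also: 0% = DMSO wells and 100% = JAK Inhibitor I control wells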
S1P4 agonist: S1P4 receptor agonists, primary screen, cell-based; Sphingosine 1-phosphate receptor 4 (Homo sapiens), O95977; S1P4-expressing cell line, agonist reporter assay; activation, % at 4.98 µM; hit rate 0.35% among 220,000; AID 1509, 2009; in the data active = activation above about 11%;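 also: 0% = DMSO vehicle and 100% = reference agonist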
NPY-Y1 PAM-ag: NPY-Y1 receptor potentiators or agonists, primary screen, cell-based; hit rate 0.37% among 220,000; activation, % at 3.6 µM; NPY-Y1 expressing cells, potentiator/agonist activation; Neuropeptide Y receptor type 1 (Homo sapiens), P25929; in the data active = activation above about 33%, passing the limit was not always enough;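 also: cells stimulated with NPY at EC10 then isoproterenol at EC100; 0% = low agonist plus stimulus and 100% = saturating agonist plus stimulus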
NPY2 pot ag: NPY-Y2 potentiators or agonists, primary screen, cell-based; hit rate 0.45% among 220,000; activation, % at 3.6 µM; AID 1359, 2008; Neuropeptide Y receptor type 2 (Homo sapiens), P49146; cells expressing NPY-Y2, potentiator/agonist read-out; in the data active = activation above about 27%;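 also: cells stimulated with NPY near EC25 plus isoproterenol at EC100; 0% = vehicle plus submaximal agonist and 100% = vehicle plus saturating agonist; some results beyond the cut were filed as inactive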
Target sequence (P49146 whole entry, looked up): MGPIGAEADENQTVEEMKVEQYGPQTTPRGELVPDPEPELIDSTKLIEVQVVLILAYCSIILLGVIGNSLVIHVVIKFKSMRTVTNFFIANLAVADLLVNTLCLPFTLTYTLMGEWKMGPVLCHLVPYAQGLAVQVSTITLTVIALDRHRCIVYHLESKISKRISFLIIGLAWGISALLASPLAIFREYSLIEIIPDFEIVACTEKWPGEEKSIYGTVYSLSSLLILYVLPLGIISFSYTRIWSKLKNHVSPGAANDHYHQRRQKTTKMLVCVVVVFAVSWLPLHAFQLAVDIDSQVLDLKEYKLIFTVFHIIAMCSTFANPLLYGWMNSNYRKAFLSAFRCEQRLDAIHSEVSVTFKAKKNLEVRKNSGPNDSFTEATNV
Ba/F3 V617F tox: reduced viability of JAK2V617F-dependent Ba/F3 cells, primary screen, JAK2V617F inhibitor project, cell-based, Ba/F3 EpoR-JAK2V617F, luminescence | ATP luminescence | inhibition, % at 5.6 µM | hit rate 1.1% among 220,000 | AID 1446, 2008;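 active = inhibition above the campaign mean plus 3 SD over all tested compounds, cut at about 24% in these data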;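 also: cytokine-independent growth of Ba/F3 cells driven by EpoR plus mutant JAK2; 0% = DMSO-treated cells and 100% = JAK inhibitor I control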
NPY Y1 blocker: NPY-Y1 receptor antagonists, primary screen, cell-based; Neuropeptide Y receptor type 1 (Homo sapiens), P25929; inhibition, % at 3.6 µM; hit rate 1% among 200,000; HEK293-CNG Y1 cells, membrane potential fluorescence; NPY at EC95, then isoproterenol;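 active = inhibition above the campaign mean inhibition of all tested compounds plus 3 SD, cut at about 20% in these data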;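 also: 0% = DMSO wells given NPY plus isoproterenol and 100% = isoproterenol alone without NPY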
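Test system: HEK293 cells co-expressing NPY Y1 receptor and cyclic-nucleotide gated channel; Also added: NPY (25 nM), isoproterenol (1 µM), Ro 20-1724 (25 µM); Compound dosing: one concentration, 3.6 µM, in 0.4% DMSO; Timing: dye 3 h, compound 60 min room temperature, stimulation 45 min; Technique: Membrane-potential fluorescent dye readout.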
CHOP inhibitor: inhibitors of CHOP promoter induction, primary screen, cell-based, unfolded protein response, luciferase reporter; hit rate 3.8% among 220,000; inhibition, % at 10 µM; AID 2732, 2010; CHO-K1 CHOP-promoter luciferase, tunicamycin-induced, 15-18 h;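 active = compounds that reduced the stress-induced luciferase reporter signal by more than about 70% of percent inhibition, limit read from the data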;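 also: 0% = tunicamycin plus vehicle and 100% = wells without tunicamycin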
The depositor's hits bear a star; · = no result given; & = joins results of further samples. Rows were taken by chance. About 7.1% of those tested had a hit in this group.

SMILES	NPY2 pot ag	NPY Y1 blocker	BaF3 tox	S1P4 antag	NPY-Y1 PAM-ag	CHOP inhibitor	NCF1 inh	S1P4 agonist	Ba/F3 V617F tox
CCOc1ccccc1CN1CCN(Cc2[nH]c3ccccc3c2C)CC1CCO (stereo not given)	-13.0	21.0*	4.8	2.9	-26.3	36.6	-11.7	2.9	-1.5
Cc1cc2ncn(C(=O)N3CCCCCC3)c2cc1C	6.9	0.9	2.5	8.1	15.2	4.0	9.2	0.3	-2.1
Cc1cc(CSc2ccccc2)ccc1NC(=O)c1ccc(Br)cc1	-3.0	-2.8	8.7	0.1	-27.5	95.7*	-7.2	-0.3	2.3
Cn1c(NCc2ccco2)nc2c1c(=O)n(Cc1ccc(Cl)c(Cl)c1)c(=O)n2C	11.7	-6.2	-0.1	-6.7	1.8	54.5	-0.1	-2.1	-4.5
O=C(Nc1nc(-c2cccs2)cs1)c1ccc(S(=O)(=O)N2CCCCC2)cc1	-4.5	-0.6	6.0	-10.9	-1.6	-11.5	-51.1	2.4	1.3
COc1ccc(/C=N/NC(=O)C2C3CCCCC32)cc1OC (stereo not given)	-8.7	-1.0	-1.6	-7.0	-3.7	8.8	-1.1	1.9	-0.4
COc1cccc(-c2nnc(SC(C(=O)c3c[nH]c4ccccc34)c3ccccc3)n2C)c1 (stereo not given)	6.8	-6.9	9.0	-8.3	7.0	59.6	-8.2	-0.9	2.3
C=CCN1C(=O)/C(=c2\sc3nc(=O)c(Cc4ccccc4)nn3c2=O)c2ccccc21	1.0	·	1.2	-6.7	20.8	21.0	-21.3	27.3*	-4.9
CCOc1ccccc1CNc1ccc(N2CCOCC2)c(C(=O)O)c1	7.6	4.4	1.5	4.8	-15.6	25.9	-5.4	-0.6	2.1
CCOc1ccc2c(=O)c(Oc3ccccc3OCC)coc2c1	-1.2	3.9	6.9	-9.0	-32.1	-11.0	-5.2	-1.6	0.3
CCN(CC)S(=O)(=O)c1ccc2c(c1)[nH]c(=S)n2CC	-4.7	9.2	7.1	1.8	17.0	4.7	1.1	-0.8	-3.1
CCCN(CCC)CCCNC(=O)c1cc2c(=O)[nH]c3ccccc3c2n1C	-25.2	9.4	3.0	-4.3	10.7	-5.3	-3.4	-0.5	-2.2
CCOc1ccc(N2C(=O)C3C(c4ccccc4)=NN(c4ccccc4)C3C2=O)cc1 (stereo not given)	12.0	1.0	4.3	-2.5	15.4	38.2	-4.9	0.7	-1.3
COc1ccc(C(=O)NC(=S)N2CCN(C)CC2)cc1Br	-10.6	1.1	11.7	0.5	4.5	-17.3	0.4	-1.5	4.2
CN1CC(=O)N(CC(=O)Nc2ccc(SC(F)F)cc2)C1=O	8.0	-1.6	6.1	-7.3	-1.1	-12.4	-6.4	2.5	-2.8
O=C(CSc1nc2ccccc2[nH]1)Nc1nc(-c2ccc(Br)cc2)cs1	-1.4	-2.8	7.5	-1.9	17.7	77.1*	-16.7	-0.1	2.9
CCOC(=O)Cc1cc(=O)c2cc(C)ccc2[nH]1	3.8	·	0.0	5.1	-14.9	8.3	-18.6	2.4	-4.2
COc1ccc(NC(=O)c2ccccc2N(Cc2ccccc2)S(C)(=O)=O)cc1	-13.0	4.1	0.5	-1.3	3.6	2.5	1.8	3.8	0.2
O=C(c1cc(=O)[nH]c2ccccc12)N1CCN(S(=O)(=O)c2ccc3ccccc3c2)CC1	23.4	7.5	7.1	1.7	4.0	21.8	-13.4	-1.3	-2.3
CC(=O)Oc1ccc(S(=O)(=O)c2ccc(OC(C)=O)cc2)cc1	6.8	0.8	2.5	10.5	8.3	18.2	1.1	-1.2	-4.0
N#Cc1cnn2cc(-c3ncc(C(F)(F)F)cc3Cl)cnc12	-3.2	-3.9	5.0	-0.9	-21.9	36.4	-0.2	-1.1	0.0
CCC1(C)CC(c2csc(N)n2)CCO1 (stereo not given)	13.8	4.2	-0.1	-1.9	8.0	-16.9	-12.1	-0.1	-2.1
CN1c2ccsc2/C(=N/Nc2ccccc2)CS1(=O)=O	5.0	-5.9	7.7	-1.7	-8.7	-4.3	-8.1	1.6	22.2
O=C(CCC1CCCN(Cc2ccc3c(c2)CCO3)C1)NCc1ccc(F)c(F)c1 (stereo not given)	6.7	10.2	6.8	-18.1	3.8	6.0	-12.1	1.1	-0.1
CC(C)CNC(=O)C(=O)NNC(=O)c1ccco1	-8.3	2.7	0.5	-9.7	15.3	7.7	0.4	-1.0	-2.3
COC(=O)CN1C(=O)Nc2ccc(Br)cc2C1c1ccccc1 (stereo not given)	-3.4	-0.9	2.9	-15.7	-22.3	63.8	-14.3	0.3	-1.1
N#CCc1nc2n(n1)Cc1ccccc1-2	6.7	0.4	-3.5	9.9	13.4	11.5	-0.7	0.3	-2.7
CCc1nc2ccccc2c(NC(=O)CN2CCC(C)CC2)c1C	-2.0	1.7	2.1	-11.3	16.6	1.2	1.1	-2.6	-1.6
O=C(/C=C/c1ccc(Cl)cc1)NCc1ccncc1	1.0	7.4	2.2	-23.2	16.4	-27.8	-8.6	-1.1	-6.4
c1cncc(-c2nc3ccccc3[nH]2)c1	-9.4&-5.3	13.7	-0.7&8.6	-4.0&9.8	-11.8&6.5	10.7&26.2	0.8&-29.5	0.7&-0.3	4.3&1.6
O=[N+]([O-])c1cccc(-c2ccc(SCc3cccnc3)nn2)c1	-3.0	3.9	8.2	-14.7	-8.7	-2.5	-7.7	-3.0	7.3
O=C(Cc1csc(Nc2nc(=S)[nH]c3ccccc23)n1)N1CCN(c2cccc(C(F)(F)F)c2)CC1	1.9	-4.8	4.4	-7.7	-2.7	106.8*	-11.6	-0.6	3.4
CCn1c(COc2ccccc2C)nnc1SCC(=O)OC	10.9	-4.3	1.3	-11.1	6.5	42.1	-11.6	0.3	-3.9
O=C(NCc1cccc(Cl)c1)c1cc(COc2ccc3ncccc3c2)on1	36.9*	0.4	4.2	-11.3	2.7	53.5	-14.3	1.9	2.5
Cn1nc(-c2ccc(Cl)cc2)c2cc(C(=O)NCCCN3CCCC3)sc21	-3.6	8.0	11.6	-9.8	-8.6	32.7	-36.6	-2.5	4.1
Cc1noc(C)c1CSc1nc2ccccc2n1CCc1ccccc1	-8.4	5.5	7.0	6.2	-0.6	30.4	-12.8	-0.6	4.8
CCc1cc(-c2nc(N)ncc2-c2ccc(Br)cc2)c(O)cc1OC	-2.4	·	4.7	1.0	-6.4	28.1	1.6	0.1	-6.4
COc1ccc(COC(=O)c2nc3nc(C)cc(C)n3n2)cc1F	-1.6	5.1	-1.0	-3.6	-7.9	-1.1	-13.5	0.3	-1.8
CN(C)N1C(N)=C(C#N)C(c2cccc3ccccc23)C2=C1CC(c1ccccc1)CC2=O (stereo not given)	16.9	-5.4	6.2	5.3	31.9	46.3	-14.6	-0.8	1.1
CCN(CC)S(=O)(=O)c1cccc(-c2nc3n(n2)Cc2ccccc2-3)c1	-21.0	11.1	2.0	-4.0	-28.0	39.3	-4.0	1.2	0.4
COc1cc(C(=O)N/N=C/C2CC=CCC2)cc(OC)c1OC (stereo not given)	-23.4	18.0	79.3*	12.6	-25.7	-7.0	-7.9	-0.8	83.0*
COC(=O)c1c(NC(=O)c2cccnc2)sc(C(=O)N(C)C)c1C	-3.0	-1.3	1.2	-19.7	-6.6	-13.7	-2.7	0.3	-4.7
O=C(O)CCCC(=O)Nc1nc(-c2ccccc2)cs1	-6.3	9.4	5.1	-8.2	-17.2	-3.1	-1.5	1.3	-1.4
Cc1nc(N2CCN(C)CC2)[nH]c(=O)c1Cc1cccc2ccccc12	-3.5	9.3	1.4	-9.9	-45.5	2.4	-13.3	-3.4	1.1
Cc1ccc(C(=O)NC(=S)/C=C2\N(C)c3ccccc3C2(C)C)cc1	3.6	4.8	36.4*	-27.1	26.7	35.8	-52.4	4.0	3.8
CCCc1cc(=O)n2[nH]c(NCc3ccccc3F)nc2n1	-13.2	5.9	-1.0	3.9	8.7	-2.6	-9.9	-1.9	-4.8
COc1ccc(S(=O)(=O)N2CCCN(CC(=O)Nc3cc(NC(C)=O)ccc3OC)CC2)cc1	-11.7	-6.0	13.6	0.7	-17.9	18.3	-9.4	-0.1	8.6
O=C(Cc1coc2ccc3ccccc3c12)NCc1cccs1	5.9	1.1	7.9	-12.6	-7.5	-12.5	-37.1	0.3	0.2
COc1ccc2c(c1)SCC(=O)N2C	1.9	1.1	1.2	-32.4	-11.7	0.4	-5.1	2.2	-2.0
O=C(Nc1ccc2sc3ccccc3c(=O)c2c1)c1ccccc1Cl	17.2	4.3	1.6	2.8	4.2	14.1	-10.6	2.3	-0.6
COc1ccc(Cc2nnc(N/N=C/c3ccc(C)o3)[nH]c2=O)cc1	-23.8	6.8	7.4	-6.8	-2.9	13.0	9.4	-0.1	3.0
COc1ccc(S(=O)(=O)NCc2cc(-c3ccccc3Cl)no2)cc1	2.1	-0.1	5.2	-16.8	2.0	17.0	-0.9	1.5	0.0
CC(=O)C1C(c2cn(-c3ccccc3)nc2-c2cccs2)NC(=O)NC1(O)C(F)(F)F (stereo not given)	-2.8	-3.5	8.7	2.0	-9.7	30.4	4.7	1.2	4.0
COc1ccc(CN(C(=S)Nc2ccccc2)C2CC(=O)N(c3ccc(Cl)cc3)C2=O)cc1 (stereo not given)	5.9	-7.0	11.7	4.8	18.6	71.9*	-9.5	-0.5	6.0
Cc1cc(NC(=O)c2noc3c2CCc2ccccc2-3)n(-c2ccccc2)n1	10.0	1.4	3.0	-10.7	8.8	66.9	-8.4	0.6	2.3
Cc1cc(NC2CCCCC2)nc(NCc2ccccc2)n1	-15.8	23.0*	22.8	-1.3	-33.6	55.7	-5.2	0.8	12.8
CCCCOc1ccc(-c2nnn(C(C)(C)C(=O)OC)n2)cc1	-1.0	3.9	1.9	6.4	-0.2	62.6	-6.8	-0.2	0.0
O=C(CNc1ccc(Br)cc1)c1ccccc1	18.3	2.6	4.0	-1.8	5.3	23.0	-4.2	-0.5	-1.3
CCOC(=O)CNC(=S)NN(C)C	3.9	·	0.7	-7.3	4.7	-3.9	-4.5	0.5	0.1
CC(NC(c1ccccc1)c1ccccc1)C(=O)N1CCCc2ccccc21 (stereo not given)	5.3	13.7	3.0	2.6	17.5	48.5	-16.5	-0.2	-2.5
O=[N+]([O-])c1cccc(NC(=S)NCCc2ccccc2)c1	10.0	-1.3	2.9	-18.1	25.0	43.1	-1.0	20.3*	-1.6

Source: PubChem (several laboratories)
